# Screening data deposited in PubChem BioAssay by The Scripps Research Institute Molecular Screening Center.
# PAD4 FP inh = PAD4 (human) enzyme inhibition | Q9UM07 | inhibition, % at 6.36 µM | recombinant PAD4, RCA probe fluorescence polarization | hit rate 0.41% among 330,000;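 active means percent inhibition above a cutoff equal to the mean of all tested compounds plus 3 SD, cut at about 15% in these data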;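 further: 0% = PAD4 with RCA probe and DMSO and 100% = probe without PAD4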
# PAFAH1B3 inh = blocks human PAF acetylhydrolase 1B catalytic subunit 3; inhibition, % at 3.39 µM; AID 492972; hit rate 0.28% among 340,000; recombinant PAFAH1B3, FP-rhodamine probe, fluorescence polarization;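 active means inhibition above the screen-wide average of all tested compounds plus 3 SD, cut at about 25% in these data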;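 further: 0% = enzyme with DMSO only and 100% = wells lacking PAFAH1B3 protein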
# Target sequence (Q15102 whole entry, looked up): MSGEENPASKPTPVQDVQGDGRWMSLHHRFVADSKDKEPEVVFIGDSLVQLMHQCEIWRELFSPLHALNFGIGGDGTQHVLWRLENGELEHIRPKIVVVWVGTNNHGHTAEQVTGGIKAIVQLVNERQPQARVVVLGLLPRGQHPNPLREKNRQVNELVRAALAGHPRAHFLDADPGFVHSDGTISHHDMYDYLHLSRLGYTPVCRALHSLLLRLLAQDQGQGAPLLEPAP
# LYPLA2 counter = blocks human lysophospholipase 2, a PME1 counter-screen. O95372. recombinant LYPLA2, FP-Rh probe fluorescence polarization. inhibition, % at 5.9 µM. hit rate 0.38% among 320,000. AID 2177;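 active means inhibition above the screen-wide mean plus 3 SD, limit set per campaign, cut at about 26% in these data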;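 further: 0% = LYPLA2 with DMSO and 100% = wells lacking LYPLA2 enzyme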
# Target sequence (O95372 whole entry, looked up): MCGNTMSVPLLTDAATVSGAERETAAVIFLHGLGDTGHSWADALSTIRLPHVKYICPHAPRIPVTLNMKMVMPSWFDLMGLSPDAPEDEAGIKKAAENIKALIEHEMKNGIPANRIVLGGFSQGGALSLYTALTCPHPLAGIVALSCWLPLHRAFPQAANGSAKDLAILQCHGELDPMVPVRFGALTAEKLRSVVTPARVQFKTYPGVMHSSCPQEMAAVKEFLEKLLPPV
# GSTO1 counter = blocks human GSTO1 in RBBP9 counter-screen | inhibition, % at 5.96 µM | hit rate 1.1% among 300,000 | AID 1974 | recombinant GSTO1, activity-based probe fluorescence polarization | P78417;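 active means inhibition above the campaign mean inhibition plus 3 SD, cut at about 35% in these data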;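 further: 0% = GSTO1-1 with DMSO and 100% = wells lacking GSTO1-1 enzyme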
# Target sequence (P78417 whole entry, looked up): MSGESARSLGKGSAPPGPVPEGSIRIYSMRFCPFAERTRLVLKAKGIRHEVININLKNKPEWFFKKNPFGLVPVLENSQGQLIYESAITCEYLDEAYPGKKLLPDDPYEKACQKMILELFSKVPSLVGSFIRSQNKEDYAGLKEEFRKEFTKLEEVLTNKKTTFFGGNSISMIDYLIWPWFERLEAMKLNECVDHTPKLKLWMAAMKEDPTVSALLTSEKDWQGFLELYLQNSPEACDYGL
# PREPL inh = inhibits the human prolyl oligopeptidase-like enzyme | hit rate 0.68% among 320,000 | recombinant PREPL, fluorescence polarization activity-based probe | inhibition, % at 5.96 µM | Q4J6C6; in the data active means inhibition above about 43%;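 further: 0% = enzyme with DMSO and 100% = wells lacking enzyme; many of its hits are not listed in these tables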
# EBNA-1 inh = blocks EBNA-1 binding to DNA; EBNA-1 DNA binding, fluorescence polarization; inhibition, % at 14.8 µM; hit rate 0.34% among 300,000; AID 1950; in the data active means inhibition above about 28%
# LYPLA1 counter = LYPLA1 (human) inhibition in PME1 counter-screen; O75608; inhibition, % at 5.9 µM; hit rate 0.16% among 320,000; recombinant LYPLA1, FP-Rh probe fluorescence polarization; AID 2174;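 active means inhibition above the mean of all tested compounds plus 3 SD, set per campaign, cut at about 14% in these data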;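 further: inhibitors block serine hydrolase probe labeling of LYPLA1 so polarization falls; 0% = enzyme with DMSO and 100% = wells lacking LYPLA1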
# Target sequence (O75608 whole entry, looked up): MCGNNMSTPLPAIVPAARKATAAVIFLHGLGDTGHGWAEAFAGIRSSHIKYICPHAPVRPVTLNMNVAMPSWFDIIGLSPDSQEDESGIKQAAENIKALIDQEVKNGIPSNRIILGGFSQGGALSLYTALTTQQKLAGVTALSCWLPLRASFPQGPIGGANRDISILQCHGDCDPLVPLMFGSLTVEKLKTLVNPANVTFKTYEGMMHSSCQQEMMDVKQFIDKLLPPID
# ZTA DNA inh = counter-screen for EBNA-1 inhibitors: inhibitors of Epstein-Barr virus ZTA; P03206; ZTA-DNA binding, fluorescence polarization; inhibition, % at 11 µM; hit rate 0.15% among 320,000; AID 2234; in the data active means inhibition above about 33%
# PAFAH2 FP inh = PAFAH2 (human) inhibition; hit rate 0.99% among 340,000; inhibition, % at 3.39 µM; AID 492956; Q99487; recombinant PAFAH2, FP-rhodamine activity probe, fluorescence polarization;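 active means inhibition above the mean over all tested compounds plus 3 SD, cut at about 30% in these data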;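 further: inhibitors block probe labeling of enzyme so polarization drops; 0% = enzyme with DMSO and 100% = wells lacking PAFAH2 protein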
# Starred values were filed as active, the others as inactive; · = no result given. An excerpt; count on the stated rates, not on these rows.
SMILES,PAD4 FP inh,PAFAH1B3 inh,LYPLA2 counter,GSTO1 counter,PREPL inh,EBNA-1 inh,LYPLA1 counter,ZTA DNA inh,PAFAH2 FP inh
CCN(CC)C(=O)c1sc(NC(=O)C(C)C)c(C#N)c1C,1,2,-1,-2,-5,-3,0,12,1
COc1ccc(-c2c(C)nn3c(Cl)c(C)c(C)nc23)cc1,-8,5,-2,18,7,-14,2,-2,1
CCCC(=O)N1CCN(c2nc3ccc(Cl)cc3s2)CC1,-6,8,4,-5,15,5,-1,5,-1
O=C(c1cccc([N+](=O)[O-])c1)N1CCc2ccccc21,3,6,2,4,-3,-1,1,-19,4
CC1(C2CC2)NC(=O)N(CC(=O)N2CCN(c3ccccc3)CC2)C1=O (stereo not drawn),-4,3,-3,·,13,·,-5,-10,-4
CCc1ccc(-n2cccc2/C=C2/C(=N)N3C(=NC2=O)SN=C3S(C)(=O)=O)cc1,-7,-9,-1,-43,1,10,-7,-1,-14
O=[N+]([O-])CC(=Nc1ccc(F)cc1)N/N=C\c1oc(O)c2ccccc12,-3,·,-6,14,14,-12,-2,-2,·
CCC(C(=O)N1CC2(C)CC1CC(C)(C)C2)N1C(=O)c2ccccc2C1=O (stereo not drawn),2,0,3,-3,-3,6,-1,-7,6
Nc1c(C(=O)N2CCOCC2)sc2nc3c(cc12)CCC3,-3,5,-4,1,17,-13,0,7,-6
O=c1c2ccccc2nnn1Cc1ccc(F)cc1,1,-4,6,5,-9,5,-1,-5,2
O=C(/C=C/c1ccccc1)c1ccc2c(c1)OCCCCO2,0,3,4,-8,4,9,3,17,22
Cc1noc(C)c1NC(=O)Nc1ccc2c(c1)C(=O)N([C@H](C)CO)C[C@H](C)[C@@H](CN(C)S(C)(=O)=O)O2,2,-4,·,·,12,·,·,·,-3
Cc1cc(C)c(NC(=O)C(C)OC(=O)c2cc(Br)c(Br)s2)c(C)c1 (stereo not drawn),-1,2,-4,8,12,13,-3,21,-5
O=C(Cc1cccs1)Nc1nnc(SCC(=O)NC2CCCCC2)s1,-2,6,-3,0,-2,2,0,4,3
CN(C)/C=C1\N=C(c2ccc3c(c2)OCO3)OC1=O,-2,3,4,-6,11,-7,1,-4,13
CCCCc1nc(N2CCOCC2)c(C#N)c2c1CCCC2,-2,1,2,1,-9,3,4,-7,-1
N#Cc1ccccc1OCC(=O)NC1CCCCC1,-1,7,·,·,8,·,·,·,7
COc1ccccc1Nc1cc(C(=O)N2CCc3ccccc3C2)c2ccccc2n1,2,·,1,7,33,8,-3,-2,·
Cc1ccc2c(c1)C1(SCCS1)C(=O)N2,1,0,-1,-2,2,9,-1,9,4
OCC(O)CNC(=S)NC1CCCCC1 (stereo not drawn),1,0,-4,7,1,1,-2,12,10
CCC(C)C(=O)Nc1nnc(-c2cccs2)s1 (stereo not drawn),-2,3,0,8,0,-4,0,17,-5
Cn1c(=O)oc2cc(S(=O)(=O)Nc3ccccc3)ccc21,-3,7,-5,5,4,4,0,8,7
CC(=O)c1sc(NS(=O)(=O)c2ccc(C)cc2)nc1C,-2,-2,-2,-3,9,-11,-2,-11,5
O=C(Nc1ccc(C(=O)N2CCC(N3CCOCC3)CC2)cc1)c1ccc(Br)o1,4,0,-2,-2,3,8,1,1,0
CC1CN(c2cnn(C(C)C)c(=O)c2Cl)CC(C)O1 (stereo not drawn),-4,-2,1,-1,-2,-12,-1,-7,7
O=C(CN1CCCCCC1)OCCN=C1NS(=O)(=O)c2ccccc21,-5,7,-4,-2,4,-13,-2,17,2
COc1ccc(NC(=O)C23CC4CC(CC(Cl)(C4)C2)C3)cc1S(=O)(=O)N1CCOCC1,2,7,·,·,5,·,·,·,1
Cc1ccc(NC(=O)CN2c3cccc4cccc(c34)S2(=O)=O)cc1S(=O)(=O)N1CCOCC1,-3,-4,-5,-6,-4,9,-10,-16,-12
CC(=O)N1CCC(=NNc2ccc(S(N)(=O)=O)cc2[N+](=O)[O-])CC1,0,5,-5,-5,6,9,-4,3,-1
NC(=O)c1cc(C(=O)c2ccc(Cl)cc2Cl)c[nH]1,-5,-6,0,4,0,-7,-2,-31,-10
COC(=O)C1C(=O)c2c([nH]c(C(=O)OCCOC(C)C)c2C)CC1C (stereo not drawn),-2,·,6,-3,-8,0,-1,5,·
COC(=O)c1cn(NC(=O)C2CCCCC2)c(=O)c2ccccc12,-3,4,0,-7,-1,1,-1,16,6
CCCCNc1nc2ccccc2nc1NS(=O)(=O)c1ccc(F)cc1,0,16,5,-12,-5,17,0,4,19
S=C(c1nc2ccccc2[nH]1)N1CCOCC1,-1,2,-8,13,-5,4,-3,2,0
Cc1ccc(C)c(NC(=O)CCC(=O)N2CCOc3ccccc32)c1,-1,2,-4,0,0,10,-2,13,3
COC(=O)C1=C(C)NC(C)=C(C(=O)OCC2CCCO2)C1c1ccc(Cl)c([N+](=O)[O-])c1 (stereo not drawn),-3,7,-2,5,4,0,-2,-23,-2
Cc1n[nH]c(C)c1S(=O)(=O)N1CCC(C(=O)O)CC1,-1,8,4,0,-7,15,1,9,-9
CC(C)c1ccc(S(=O)(=O)NCc2ccc3c(c2)OCO3)cc1,-2,5,0,-1,-19,0,-2,-1,2
O=C(Nc1ncccc1O)c1ccc2c(c1)OCCO2,0,8,3,-5,0,-13,0,1,3
COc1ccc(C)cc1S(=O)(=O)NCC(c1ccco1)N1CCc2ccccc2C1 (stereo not drawn),-24,2,2,-9,8,0,0,2,-3
Cc1cc(Cl)ccc1NC(=S)NCCCN1CCCC1=O,-4,1,3,-1,8,-6,-5,-6,-2
C1=C(CCNCC2CC2)CCCC1,-1,-1,7,6,-1,12,1,-1,-1
COc1ccc(CNC(=O)[C@]2(C)CCC[C@@]3(C)C4CC[C@@]5(C)C[C@]4(CCC32)CC5=O)cc1 (stereo partly drawn),-2,6,-6,·,-29,·,0,-4,-7
CCCn1c(SCC(=O)Nc2nc(C)c(C(=O)OC)s2)nnc1C(C)C,-3,8,5,2,-2,-5,1,-8,-7
CCOc1ccccc1Oc1c(C)oc2cc(OC(=O)c3ccco3)ccc2c1=O,2,1,1,5,4,13,-1,-10,6
O=c1[nH]cc(S(=O)(=O)Nc2ccc3c(c2)OCO3)c(=O)[nH]1,-3,6,5,3,5,-3,0,-8,3
Cc1cc(C(=O)NCc2ccccc2Cl)n(-c2ccccc2)n1,3,5,1,1,4,4,-1,8,-5
COc1ccc(Cc2nnc(SCC(=O)NCCc3ccccc3)o2)cc1,5,9,-1,-4,-7,1,-3,-13,-1
CCn1cnc2cc(NCc3ccc(C)cc3)ccc21,1,4,-3,15,14,-9,-2,-4,-5
CC(=O)Nc1cc(C)c(S(C)(=O)=O)c(C)c1,2,7,1,-3,-2,-4,6,-4,-3
Cc1ccc(-c2nnn(CC(=O)N(c3ccccc3F)C(C(=O)NC3CCCC3)c3ccco3)n2)o1 (stereo not drawn),4,2,-4,2,0,3,-2,0,6
Cc1ccc(F)cc1NC(=O)N1CCNC(=O)C1CC(=O)Nc1cc(Cl)ccc1Cl (stereo not drawn),-3,11,-4,-3,2,9,-5,-2,-3
CCCn1c(=O)c(C(=O)NCc2ccncc2)c(O)c2ccccc21,-2,4,1,2,-5,-8,0,6,-6
COc1cccc(CC(=O)Nc2nc(-c3ccc(F)c(F)c3)cs2)c1,-3,-8,-39,-11,-69,0,-20,-8,-30
O=C(CN(CCO)c1ccccc1)Nc1ccc(Cl)c(S(=O)(=O)N2CCOCC2)c1,3,8,3,5,3,-1,1,-3,-2
CN(C)S(=O)(=O)c1ccc(S(=O)(=O)NC2CCOC(C)(C)C2)cc1 (stereo not drawn),3,2,6,-2,11,-7,2,-12,-7
CC(=O)Nc1ccc(OCC(O)CN2CCCCC2C)cc1 (stereo not drawn),-5,1,4,3,-1,10,-4,-8,-3
CN1CC(=O)Nc2ccc(Br)cc2C1=O,-1,9,-7,5,0,-5,1,0,-6
CC(=O)NC(CC(=O)Nc1nc(C)cs1)c1ccccc1 (stereo not drawn),-2,10,9,-3,-2,5,5,9,2
COc1ccc(-c2csc(NC(=O)CSCc3c(C)noc3C)n2)cc1OC,-1,7,1,-3,6,-7,1,12,-2
# (list continues)
SMILES,PAD4 FP inh,PAFAH1B3 inh,LYPLA2 counter,GSTO1 counter,PREPL inh,EBNA-1 inh,LYPLA1 counter,ZTA DNA inh,PAFAH2 FP inh
Cc1ccc(C)c(S(=O)(=O)N2CCC3(CC2)OCCN3S(=O)(=O)c2cccs2)c1,1,3,12,-2,1,6,3,-3,0
COc1ccc(S(=O)(=O)N(C)c2ccc(C(=O)N3CCCC3)cc2)cc1OC,-4,-2,-6,-1,4,-8,-3,-3,6
COc1ccccc1C1=Nc2cccc3cccc(c23)N1,8,2,3,33,26,7,-4,5,14
N#CCCC(CCC#N)(CCC#N)c1cc[n+](CCc2ccccn2)cc1,-4,13,1,-5,4,14,0,7,2
CCOC(=O)C1CCN(S(=O)(=O)c2cn(C)cn2)CC1,-3,10,1,-4,0,-2,0,-6,1
CCN(CC)S(=O)(=O)c1ccc2c(c1)N(CC(=O)NCCc1ccc(S(N)(=O)=O)cc1)C(=O)CO2,-7,9,1,-1,12,-5,2,-2,-1
C[C@H](CO)N1C[C@H](C)[C@@H](CN(C)C(=O)Nc2ccc3c(c2)OCO3)Oc2ccc(NC(=O)CCN3CCOCC3)cc2C1=O,4,-6,·,·,17,·,·,·,-5
CCN(C[C@H]1N[C@@](Cc2ccccc2)(C(=O)OC)[C@H]2C(=O)N(Cc3ccccc3)C(=O)[C@@H]12)S(=O)(=O)c1ccccc1,-6,0,·,·,-6,·,·,·,0
O=[N+]([O-])c1cc(F)c(N2CCOCC2)cc1N1CCCCC1,5,3,-3,-3,-1,-2,0,-12,-3
O=C(CN1CCN(S(=O)(=O)c2ccccc2)CC1)NCc1ccccc1,-2,0,6,1,17,0,2,-20,-2
O=C1CCCCCCCCCC/C(=N\O)CCCO1,3,·,-1,0,7,2,-2,6,·
CC1CC(C)CN(C(=O)COc2ccc([N+](=O)[O-])cc2Cl)C1 (stereo not drawn),-5,-1,5,1,6,-11,1,-6,0
CCC(=O)Nc1ccc(NC(=O)CSc2nnnn2C(C)C)cc1,0,2,5,3,6,1,1,2,-6
COC(=O)C1=C(C)NC2=C(C(=O)CCC2)C1c1cn(Cc2ccc(Cl)cc2Cl)nc1-c1ccccc1 (stereo not drawn),2,2,-4,-5,23,-3,-4,-16,4
CCOC(=O)c1cccnc1SCc1cc(=O)n2ccccc2n1,-4,-2,6,-2,-2,3,6,7,3
COc1ccc(C(=O)Nc2ccc(S(=O)(=O)Nc3nccnc3OC)cc2)cc1,-4,8,2,-1,3,-2,1,7,-4
CCOC(=O)N1CCN(C(=O)CN(c2ccc(OCc3ccccc3)cc2)S(C)(=O)=O)CC1,2,3,4,4,7,6,0,12,11

# Gathered by group, the compounds so far containing a thiophene ring, fused or not
SMILES,PAD4 FP inh,PAFAH1B3 inh,LYPLA2 counter,GSTO1 counter,PREPL inh,EBNA-1 inh,LYPLA1 counter,ZTA DNA inh,PAFAH2 FP inh
CCN(CC)C(=O)c1sc(NC(=O)C(C)C)c(C#N)c1C,1,2,-1,-2,-5,-3,0,12,1
Nc1c(C(=O)N2CCOCC2)sc2nc3c(cc12)CCC3,-3,5,-4,1,17,-13,0,7,-6
Cc1cc(C)c(NC(=O)C(C)OC(=O)c2cc(Br)c(Br)s2)c(C)c1 (stereo not drawn),-1,2,-4,8,12,13,-3,21,-5
O=C(Cc1cccs1)Nc1nnc(SCC(=O)NC2CCCCC2)s1,-2,6,-3,0,-2,2,0,4,3
CCC(C)C(=O)Nc1nnc(-c2cccs2)s1 (stereo not drawn),-2,3,0,8,0,-4,0,17,-5
Cc1ccc(C)c(S(=O)(=O)N2CCC3(CC2)OCCN3S(=O)(=O)c2cccs2)c1,1,3,12,-2,1,6,3,-3,0
